# TbREL1 primary = TbREL1 RNA ligase inhibitors, primary screen, biochemical, FRET fluorescence; RNA-editing ligase 1, mitochondrial (Trypanosoma brucei brucei), P86926; TbREL1 RNA ligation; inhibition, % at 9.66 µM; 0.49% of 89,000 active; AID 1117264, 2014;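 active means inhibition above the mean inhibition across all screened compounds plus 3 SD, cut at about 11% in these data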;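 further: 0% = plate median of test wells and 100% = NSC42067 control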
# Target sequence (P86926 whole entry, looked up): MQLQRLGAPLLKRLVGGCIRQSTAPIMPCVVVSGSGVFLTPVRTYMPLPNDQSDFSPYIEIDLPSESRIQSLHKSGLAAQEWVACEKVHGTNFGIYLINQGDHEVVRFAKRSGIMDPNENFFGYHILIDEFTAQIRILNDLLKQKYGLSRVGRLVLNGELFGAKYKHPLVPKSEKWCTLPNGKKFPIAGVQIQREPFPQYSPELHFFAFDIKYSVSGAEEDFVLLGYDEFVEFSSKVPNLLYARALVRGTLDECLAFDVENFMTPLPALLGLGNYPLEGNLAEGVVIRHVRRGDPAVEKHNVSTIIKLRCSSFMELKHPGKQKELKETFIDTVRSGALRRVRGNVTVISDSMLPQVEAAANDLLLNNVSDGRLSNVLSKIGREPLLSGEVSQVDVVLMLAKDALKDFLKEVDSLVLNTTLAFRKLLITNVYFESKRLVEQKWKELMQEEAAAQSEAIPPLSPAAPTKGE
# The depositor's hits bear a star. Not all compounds are listed; rates above refer to the full screens.
# Start of the data: the first three records, to show the layout:
SMILES,TbREL1 primary
CC(=O)N(CC1CCCO1)C1(C(=O)NC2CCCC2)CCCCC1 (configuration not stated),1
CCCCNS(=O)(=O)CC1NCCc2ccccc21 (configuration not stated),9
O=C1NC[C@H](c2ccccc2)OC(=O)[C@H](Cc2ccc(F)cc2)CC/C=C/C[C@H]1CC(=O)N(CCO)Cc1ccccc1,0

# The listing, previewed entries included:
SMILES,TbREL1 primary
CC(=O)N(CC1CCCO1)C1(C(=O)NC2CCCC2)CCCCC1 (configuration not stated),1
CCCCNS(=O)(=O)CC1NCCc2ccccc21 (configuration not stated),9
O=C1NC[C@H](c2ccccc2)OC(=O)[C@H](Cc2ccc(F)cc2)CC/C=C/C[C@H]1CC(=O)N(CCO)Cc1ccccc1,0
CC(=O)OC1CCC2(C)C3=CCC4(C)C(C(C)=O)=CCC4C3CCC2C1 (configuration not stated),-2
CCC(c1nnnn1C1CCCCC1)N1CCN(C(=O)c2ccco2)CC1 (configuration not stated),2
Cc1ccc(NC(=O)N(C2CCCCC2)C(C)c2cccnc2)cc1C (configuration not stated),0
CCN1C(C)=C(C)S/C1=C1\SC(=S)N(NC(C)=O)C1=O,-5
O=C(Nc1nn(Cc2ccc(Cl)cc2)cc1Br)c1ccc(COc2ccccc2Cl)o1,0
CCCCC(=O)N(c1ccc(C)c(C)c1)C1C=CS(=O)(=O)C1 (configuration not stated),0
CCc1ccc(Nc2n[n+](-c3ccccc3)c(-c3cc(OC)c(OC)cc3Br)s2)cc1,-7
O=C(CCN1C(=O)C2CC=CCC2C1=O)N1CCN(c2ccccn2)CC1 (configuration not stated),3
CC(=O)CCc1ccc(OCCCCN2CCC(Cc3ccccc3)CC2)cc1,1
CCSc1n[nH]c(=S)s1,-1
O=C(NCc1ccccc1Cl)C1CCC(=O)N(CC2CCCCC2)C1 (configuration not stated),0
N#Cc1cccc(N=Cc2c(O)ccc3ccccc23)c1,-1
Cc1ccc(C(=O)OCC(=O)c2ccccc2)cc1,2
CCn1c(SCC(=O)c2ccc(C)cc2)nnc1-c1ccoc1C,-3
CN1OC[C@@H]2CN(C(=O)CCc3ccccc3)[C@H](c3ccc(-n4ccnc4)cc3)C[C@@H]21,-3
COc1ccc(N2CCN(S(=O)(=O)CCNC(=O)c3ccc4c(c3)OCO4)CC2)cc1,-5
CC(=O)c1ccc(OCC(O)CN2CCN(S(=O)(=O)c3c(C)c(C)cc(C)c3C)CC2)cc1 (configuration not stated),3
FC(F)(F)c1ccc(/C=N/N2CCN(Cc3ccccc3)CC2)cc1,-5
CCOP(=O)(c1ccccc1)c1nc(-c2ccccc2C)oc1N1CCCCC1 (configuration not stated),-5
CCN(CC)c1ccc(C2C(C(=O)OC)=C(C)NC(C)=C2C(=O)OC)cc1,-8
Cn1c(=O)c2c(SCC(=O)N3CCOCC3)nc(-c3ccccc3F)nc2n(C)c1=O,5
CNC[C@H]1Oc2c(NC(=O)C3CCCCC3)cccc2C(=O)N([C@H](C)CO)C[C@@H]1C,-2

# 7 of the compounds above, as tab-separated lines.
smiles	TbREL1 primary
O=C1NC[C@H](c2ccccc2)OC(=O)[C@H](Cc2ccc(F)cc2)CC/C=C/C[C@H]1CC(=O)N(CCO)Cc1ccccc1	0
CC(=O)OC1CCC2(C)C3=CCC4(C)C(C(C)=O)=CCC4C3CCC2C1 (configuration not stated)	-2
CCC(c1nnnn1C1CCCCC1)N1CCN(C(=O)c2ccco2)CC1 (configuration not stated)	2
Cc1ccc(NC(=O)N(C2CCCCC2)C(C)c2cccnc2)cc1C (configuration not stated)	0
CCN1C(C)=C(C)S/C1=C1\SC(=S)N(NC(C)=O)C1=O	-5
O=C(Nc1nn(Cc2ccc(Cl)cc2)cc1Br)c1ccc(COc2ccccc2Cl)o1	0
CCCCC(=O)N(c1ccc(C)c(C)c1)C1C=CS(=O)(=O)C1 (configuration not stated)	0

# Four entries from above, as labelled records.
> CCCCC(=O)N(c1ccc(C)c(C)c1)C1C=CS(=O)(=O)C1 (configuration not stated)
  TbREL1 primary: 0
> CCc1ccc(Nc2n[n+](-c3ccccc3)c(-c3cc(OC)c(OC)cc3Br)s2)cc1
  TbREL1 primary: -7
> O=C(CCN1C(=O)C2CC=CCC2C1=O)N1CCN(c2ccccn2)CC1 (configuration not stated)
  TbREL1 primary: 3
> CC(=O)CCc1ccc(OCCCCN2CCC(Cc3ccccc3)CC2)cc1
  TbREL1 primary: 1

# Additional structures follow.
SMILES,TbREL1 primary
CC1C2NC(=O)N(Cc3ccccc3)C1(C)Oc1ccccc12 (configuration not stated),0
CC1CCCN(CCC(=O)Nc2ccc(Br)cc2)C1 (configuration not stated),3
COC(=O)[C@]12CCCCC=C1N(Cc1ccccc1)C(=O)[C@H](CC(=O)NCC13CC4CC(CC(C4)C1)C3)C2,7
CCOC(=O)c1cccc(NC(=O)CNS(=O)(=O)c2cccs2)c1,4
Cc1noc(C)c1COC(=O)c1cnc(Cl)c(Cl)c1,5
Cn1c(=O)oc2cc(S(=O)(=O)NCCC(=O)N3CCc4ccccc43)ccc21,-1
O=C(/C=C/c1ccccc1[N+](=O)[O-])NNC(=O)c1ccncc1,6
CCc1ccccc1NC(=O)CSc1nc2[nH]c(=O)cc(O)c2s1,-3
CC1CCN(C(=O)Cn2c(=O)n(Cc3ccco3)c(=O)c3sccc32)CC1,2
CCOc1ccc(S(=O)(=O)N2Cc3ccccc3CC2C(=O)O)cc1 (configuration not stated),2
COc1ccc(CNC(=O)COC(=O)c2ccc(F)c(S(=O)(=O)N3CCCCC3)c2)cc1OC,-2
CN(CC(=O)NCc1ccco1)S(=O)(=O)c1cccc2cccnc12,3
CN(C(=O)c1ccc(NC(=O)Cc2cccc(NC(=O)C3CCCN(C(=O)C4CCCCC4)C3)c2)cc1)C1CCCC1 (configuration not stated),-1
COc1cc2c(cc1OC)CN(C(=O)CCNC(=O)c1ccccc1Cl)CC2,8
Cc1cc(=O)[nH]c(N/N=C/c2c(C)nn(-c3ccc(F)cc3)c2Cl)n1,-1
CCOC(=O)C1CCCN(C(=O)c2ccc(NS(=O)(=O)c3ccc4[nH]c(=O)[nH]c4c3)cc2)C1 (configuration not stated),2
CCN(CC)CCn1c2c(c(SCC(=O)Nc3ccc4c(c3)OCCO4)nc1=O)CCCC2,0
O=C(NCCCl)C1Cc2c(ccc3ccccc23)O1 (configuration not stated),3
CCOc1ccc(N2C(=O)CC(NNc3nc4ccccc4s3)C2=O)cc1 (configuration not stated),-1
CCOC(=O)c1sc(=NC(=O)COc2ccccc2)n(C)c1C,-1
C[C@@H]1CN([C@@H](C)CN(C)C)C(=O)c2cc(NC(=O)Nc3ccccc3)ccc2O[C@@H](C)CCCCO[C@H]1CN(C)S(=O)(=O)c1ccc(F)cc1,2
CCOc1cc(/C=C/C(=O)N(CC)CC(=O)NCc2cccs2)cc(Cl)c1OC,6
COc1ccc(-n2nc3c(c2NC(=O)C(C)Oc2ccccc2)CS(=O)C3)cc1 (configuration not stated),-2
CCC(NS(=O)(=O)c1ccc2c(c1)Cc1cc(S(=O)(=O)NC(CC)C(=O)O)ccc1-2)C(=O)O (configuration not stated),-1
O=C(COc1ccc(F)cc1)N/N=C/c1cccc2cccnc12,8

# The list goes on.
SMILES,TbREL1 primary
O=C(CNC(=O)c1ccc(Cl)c([N+](=O)[O-])c1)NCC1CCCO1 (configuration not stated),4
CCN(CC)C(=O)Cn1nc(C)c2ccccc2c1=O,-2
Cc1cc(Oc2cccnc2)ccc1NC(=O)Cc1cn(C)c2ccccc12,0
Cc1cc(=O)oc2cc(OCC3CC(c4ccccc4Cl)=NO3)ccc12 (configuration not stated),-1
O=C(COc1ccccc1Cl)Nc1ccc2oc(=O)ccc2c1,5
COc1ccc(C(CC(=O)N2CCCC2)c2c(OC)cc(OC)c3ccc(=O)oc23)cc1 (configuration not stated),-3
COc1ccc(CC(=O)OCC(=O)NCCNC(=O)COC(=O)Cc2ccc(OC)cc2)cc1,-1
Cc1[nH]n(-c2ccc(Cl)cc2)c(=O)c1C(=O)c1ccccc1,5
COc1ccc(NC(=O)c2ccccc2SC)cc1OC,0
COc1cc2c(cc1OC)C(c1ccccc1)N(C(=O)c1ccco1)CC2 (configuration not stated),3
O=C(NCCCN1CCOCC1)c1cc2ccccc2oc1=O,2
COc1cc(OC)c(NC(C)C(=O)N2CCCC2)cc1Cl (configuration not stated),-10
CC/C(=N\NC(=O)c1ccoc1C)c1ccc(C)o1,2
CN(Cc1ccc(F)cc1)C(=O)CNC(=O)C1CCCCC1,5
COc1ccc(C2=Nc3ccccc3NC(=O)C2N(C(=O)c2cnc(C)cn2)c2ccc(N3CCOCC3)cc2)cc1 (configuration not stated),-6
O=C(Nc1ccc(Cl)c(Cl)c1)OCc1cncs1,-2
N#CC1=C(SCc2ccccc2)NC(=O)CC1c1ccccc1 (configuration not stated),-4
N#CCSc1nc2c(c(=O)n1Cc1ccccc1)C1(CCCC1)Cc1ccccc1-2,2
CS(=O)(=O)N1CCc2cc(C(=O)NC3CC3)ccc21,-3
COc1ccc(C(=O)COC(=O)CCCN=C2NS(=O)(=O)c3ccccc32)c(OC)c1,-3
COC(=O)C(CC(C)C)N(Cc1cc(OC)cc(OC)c1)S(=O)(=O)c1ccccc1Br (configuration not stated),3
O=C(COC(=O)c1cccnc1Cl)c1ccc(OC(F)F)cc1,1
CC(C)c1onc(C(=O)NCc2ccc(Cl)cc2)c1[N+](=O)[O-],-1
COc1ccc(-c2cc(C(=O)NCCCn3ccnc3)c3ccccc3n2)c(OC)c1,-2
NC(=O)C1(N2CCCCC2)CCN(C(=O)NC23CC4CC(CC(C4)C2)C3)CC1,-1

# (cont.)
SMILES,TbREL1 primary
O=C(C1CCC(=O)N(C2CC2)C1)N1CCN(c2ccc(Cl)cc2)CC1 (configuration not stated),-2
COc1ccc(N2C(=O)C3CCCN3C2c2ccc(Cl)cc2)cc1 (configuration not stated),-4
CCC1=NN(C(=O)Cc2ccc([N+](=O)[O-])cc2)C(O)(c2ccc(Br)cc2)C1 (configuration not stated),0
Cc1ccc(SC(=O)c2c(C)noc2-c2cc(C)on2)cc1,1
C[C@H](NC(=O)c1ncn2c1C(=O)N(C)CC2)C(=O)OC(C)(C)C,-2
CC(OC(=O)c1ccc(NS(=O)(=O)c2ccc3[nH]c(=O)[nH]c3c2)cc1)C(N)=O (configuration not stated),-2
O=C(NCC(c1ccccc1)c1ccccc1)[C@H](Cc1ccccc1)NC1(C(=O)NC2CCCCC2)CCC1,-3
N#C/C(=C/c1ccc(N2CCCCCC2)o1)c1cccc(F)c1,-2
Cc1cc(C)c(C#N)c(N2CCN(c3ccccc3F)CC2)n1,-1
Cn1cnnc1SCc1ccc(C(=O)N=Nc2c(O)n(Cc3ccc(Cl)cc3)c3ccccc23)cc1,4
COc1ccc(C(=O)OCC[N+]2(C)CCCCC2)cc1,-5
Cc1ccc(S(=O)(=O)N2CCN(c3ncnc4sccc34)CC2)cc1C,1
CC(CCc1ccccc1)NC(=S)NC(=O)c1ccco1 (configuration not stated),-8
CC(C)[C@H](NC(=O)c1ccc(Cl)c(Cl)c1)C(=O)N1CCC[C@H]1C(=O)NCCc1ccccc1Cl,-2
COc1ccc(CCNC(=O)c2c(C)nc3ccccn23)cc1,1
COC(=O)/C(NC(C)=O)=C(\C)c1ccc(Cl)cc1,3
Cc1ccnn1C(C)C(=O)O (configuration not stated),1
COc1ccc(OCC(=O)Nc2cccc3cccnc23)cc1,1
O=c1[nH]c(CN2CCN(c3ccccc3O)CC2)nc2ccccc12,2
CC1CN(S(=O)(=O)c2cccc(C(=O)Nc3ccccc3N3CCCC3)c2)CC(C)O1 (configuration not stated),-10
Cc1cc(S(=O)(=O)N2CCCC2C(=O)N2CCOCC2)c(C)cc1Cl (configuration not stated),0
CCN(CC(=O)Nc1c(F)cccc1F)C(=O)CN1C(=O)NC2(CCCC2)C1=O,3
COc1ccccc1C(=O)NC(=S)Nc1cc(C(=O)O)ccc1C,-2
CCN(CC(=O)NCc1cccs1)C(=O)c1ccc(-c2ccccc2F)o1,-1
Cc1cc(=O)oc(C)c1C(=O)NNC(=O)C1(C)CC1Br (configuration not stated),0

# Reprinted at random: 5 records from the list.
SMILES,TbREL1 primary
CC1CN(S(=O)(=O)c2cccc(C(=O)Nc3ccccc3N3CCCC3)c2)CC(C)O1 (configuration not stated),-10
O=C(NCC(c1ccccc1)c1ccccc1)[C@H](Cc1ccccc1)NC1(C(=O)NC2CCCCC2)CCC1,-3
Cc1ccc(S(=O)(=O)N2CCN(c3ncnc4sccc34)CC2)cc1C,1
COc1ccc(C(=O)OCC[N+]2(C)CCCCC2)cc1,-5
Cc1cc(C)c(C#N)c(N2CCN(c3ccccc3F)CC2)n1,-1

# Continued:
SMILES,TbREL1 primary
CSc1ccc(CN(C)C(=O)CSCC(=O)Nc2cc(C)on2)cc1,-3
CCOC(=O)c1ccc(NC(=O)COc2ccc(S(=O)(=O)NC(C)CC)cc2)cc1 (configuration not stated),0
COc1ccc(N(C(=O)c2ccco2)C(C(=O)NC2CCCC2)c2ccc(OC)c(OC)c2)cc1 (configuration not stated),-4
COc1ccccc1NC(=S)NNC(=O)c1nn(C)c(C)c1Cl,-4
C[C@H](NC(=O)c1nc[nH]c1C(=O)N(C)Cc1ccccc1)C(=O)OC(C)(C)C,-1
Cc1cc(C)cc(N(CC(=O)NC2CCCC2)C(=O)CNC(=O)c2cccs2)c1,-1
O=c1[nH]nc(-c2ccc([N+](=O)[O-])o2)c(=O)[nH]1,-1
CCCN(CCC)CCCNC(=O)CS(=O)Cc1nc(-c2ccc(OC)c(OC)c2)oc1C (configuration not stated),7
Nc1ccc(OCCc2ccccc2)cc1,-3
COc1ccc2oc(C(=O)OCC(=O)N3CCCCC3C)c(C)c2c1 (configuration not stated),-3
Cc1ccc(N(CCCCN2C(=O)c3ccccc3C2=O)C(=O)c2ccc(Cl)s2)cc1,3
Cc1ccc(C(=O)CSc2nc3ccccc3c(=O)[nH]2)cc1,-1
CC(C)(C)C(=O)NC(=S)Nc1sc2c(c1C(N)=O)CCC2,-6
Cc1ccc(C(=O)NC2CCN(C(=O)NCc3ccccc3)CC2)cc1,1
O=C(N/N=C/c1ccc[nH]1)c1ccccc1O,-1
CC(=O)N1c2c(cc(Br)cc2S(=O)(=O)N2CCOCC2)CC1C (configuration not stated),2
CSC1=NCCN1C(=O)Cc1ccc(F)cc1,1
O=C(OCc1nnc(-c2ccccc2)o1)C1CC(=O)N(c2ccccc2)C1 (configuration not stated),0

# Screening results from PubChem.
